hERG protect: compounds protecting human hERG from proarrhythmic drug block | activation (rescue from dofetilide block), less the hit threshold, % at 10 µM | Q12809 | hit rate 0.51% among 310,000 | CHO-hERG, FluxOR thallium flux, dofetilide IC70 present;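 active = activation above the mean of controls blocked by dofetilide plus 5 SD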;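 note: thallium influx through hERG after potassium depolarization seen as dye fluorescence rise; in these data hits start at about 4.7%; inactives centre near -7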
KCNQ1 inh: human KCNQ1 channel inhibition. B-score at 10 µM. hit rate 1.3% among 310,000. P51787. CHO-K1 KCNQ1, FluxOR thallium flux fluorescence; stronger effect = higher value;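 active = compounds whose thallium flux B-score, printed positive for inhibition, exceeds three library SD while starting fluorescence stays within three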;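 note: channel opened by potassium depolarization with thallium stimulus after 20 min compound exposure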
ANO1 activ: mouse TMEM16A channel activation, primary screen; Q8BHY3; HEK293 TMEM16A/YFP-H148Q/I152L, iodide quench fluorescence; stronger effect = lower value; B-score at 10 µM; hit rate 0.3% among 340,000;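 active = fluorescence-ratio B-score plate-corrected deviation score at least 3 library SD below zero, with starting fluorescence score within 5 deviations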;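 note: channel opened by trigger with iodide after compound preincubation; score built on the fluorescence ratio of max minus min over baseline; more negative score means more quench and so TMEM16A activation or potentiation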
HDAC3 inh: inhibitors of human histone deacetylase 3. AID 2718. recombinant HDAC3, fluorogenic peptide/trypsin coupled, fluorescence. hit rate 0.15% among 320,000. O15379. inhibition, % at 8.3 µM; in the data active = inhibition above about 26%, passing the limit was not always enough
Target sequence (O15379 whole entry, looked up): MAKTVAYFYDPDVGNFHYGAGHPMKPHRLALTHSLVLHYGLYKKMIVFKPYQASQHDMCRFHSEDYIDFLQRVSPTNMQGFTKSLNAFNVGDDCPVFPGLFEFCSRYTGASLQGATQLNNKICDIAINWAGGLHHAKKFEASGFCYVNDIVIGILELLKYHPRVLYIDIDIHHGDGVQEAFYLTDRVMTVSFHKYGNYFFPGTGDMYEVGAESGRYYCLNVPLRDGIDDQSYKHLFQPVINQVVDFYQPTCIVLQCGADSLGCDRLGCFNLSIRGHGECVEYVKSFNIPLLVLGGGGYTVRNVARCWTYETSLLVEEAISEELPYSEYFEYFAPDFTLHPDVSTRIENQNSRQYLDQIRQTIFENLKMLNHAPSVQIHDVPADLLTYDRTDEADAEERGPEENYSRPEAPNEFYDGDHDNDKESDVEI
ANO1 block: inhibitors of mouse TMEM16A calcium-activated chloride channel; Q8BHY3; HEK293 TMEM16A/YFP iodide influx fluorescence, ionomycin; normalized B-score (activity score, 25-100; higher = stronger inhibition) at 10 µM; hit rate 1.2% among 310,000;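 active = ratio plate-corrected score three or more library SD toward inhibition, starting fluorescence score within five deviations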;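 note: score derived from kinetic fluorescence span divided by baseline fluorescence per well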
SKKanGAS inh: blocks kanamycin growth of S. pyogenes SKKanGAS strain; BacTiter-Glo, 6 h; inhibition, % at 7.5 µM; hit rate 1.3% among 300,000; AID 1662;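 active = mean replicate score, as percent of positive control median, at least 50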;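 note: strain carries kanamycin resistance gene driven by streptokinase promoter and grows in 40 µg/ml kanamycin; loss of luminescence reflects streptokinase promoter inhibition or plain growth inhibition; 0% = median of DMSO wells and 100% = positive control at its reference dose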
KCNQ1 pot: potentiators or activators of human KCNQ1 potassium channel; CHO-K1 KCNQ1, thallium flux FluxOR fluorescence; stronger effect = higher value; B-score at 10 µM; hit rate 0.35% among 310,000;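 active = fluorescence ratio B-score, a plate-corrected score, at least three library SD, with initial intensity B-score within 5 SD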
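assay system = KCNQ1-transfected CHO-K1 cells | medium = assay buffer with matched DMSO | probe or stimulus = depolarizing K+/Tl+ stimulus, K2SO4 and Tl2SO4 each 12.5 mM in 5x stock | dosing = single dose | incubation = dye 90 min, compound 20 min, room temperature | detection = kinetic FluxOR fluorescence, 10 s baseline plus 110 s post-stimulus | evaluation = ratio B score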
KCNK9 block: inhibitors of human KCNK9 two-pore domain potassium channel. Q9NPC2. HEK293 KCNK9, FluxOR thallium flux fluorescence; stronger effect = lower value. B-score at 10 µM. hit rate 1.2% among 310,000. AID 488922;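 active = ratio B-score over 3 SD below the library mean, with starting fluorescence within 5 SD of its mean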;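 note: negative B-score means less thallium flux so channel inhibition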
KCNK3 block: human KCNK3 channel inhibition, primary screen. O14649. B-score at 10 µM. CHO-KCNK3 thallium flux, FluxOR fluorescence; stronger effect = lower value. hit rate 0.84% among 340,000;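 active = B-score under library mean minus 4 SD, starting fluorescence ratio at most library mean plus 5 SD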;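 note: more negative B-score means stronger inhibition of thallium flux through KCNK3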
Target sequence (O14649 whole entry, looked up): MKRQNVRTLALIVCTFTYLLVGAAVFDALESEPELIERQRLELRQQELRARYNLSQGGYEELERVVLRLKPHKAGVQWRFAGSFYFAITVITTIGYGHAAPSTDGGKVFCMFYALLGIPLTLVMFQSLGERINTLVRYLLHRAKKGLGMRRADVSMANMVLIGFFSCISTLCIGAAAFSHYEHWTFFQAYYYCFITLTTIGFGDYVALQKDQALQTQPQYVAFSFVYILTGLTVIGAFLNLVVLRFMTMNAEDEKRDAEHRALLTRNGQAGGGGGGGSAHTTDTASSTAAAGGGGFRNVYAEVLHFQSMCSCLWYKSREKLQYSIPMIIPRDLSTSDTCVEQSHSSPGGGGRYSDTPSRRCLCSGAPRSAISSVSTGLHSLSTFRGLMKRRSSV
RGS4 act: RGS4 potentiation or activation; hit rate 0.92% among 310,000; HEK293 M3R/inducible RGS4, carbachol calcium flux Fluo4; stronger effect = lower value; B-score at 10 µM;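 active = B-score of the integrated calcium signal more than 4 SD below the library mean, with starting fluorescence not abnormally high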;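 note: negative B-score means reduced calcium response which marks RGS4 activation or potentiation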
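Test system: HEK293 cells with stable M3R and inducible RGS4; also added: carbachol at ECmax as muscarinic agonist stimulus; schedule: dye loading 30 min 37 °C, buffer rest 30 min RT; technique: kinetic calcium fluorescence imaging with Fluo4-AM dye, 2 µM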
RGS4 inh: inhibitors of human RGS4. P49798. HEK293 M3R/RGS4 inducible, Fluo-4 calcium flux; stronger effect = higher value; triggered by carbachol at its EC20. B-score at 10 µM. hit rate 0.45% among 310,000;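 active = B-score, a plate-corrected calcium signal, over three deviations above library mean, with baseline fluorescence within five deviations of library mean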;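 note: RGS4 expression induced by doxycycline in cells with stable M3 receptor; B-score is computed from the integrated fluorescence ratio over baseline after carbachol; higher B-score means a larger calcium signal and so more RGS4 inhibition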
Target sequence (P49798 whole entry, looked up): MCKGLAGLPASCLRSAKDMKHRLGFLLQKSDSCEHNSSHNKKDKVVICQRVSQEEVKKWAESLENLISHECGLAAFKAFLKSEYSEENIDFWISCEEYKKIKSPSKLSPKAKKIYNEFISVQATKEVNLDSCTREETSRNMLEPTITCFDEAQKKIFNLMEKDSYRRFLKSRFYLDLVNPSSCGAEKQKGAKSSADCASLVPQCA
An asterisk follows results filed as active.

Screening COc1ccc(CCNC(=O)Cn2c(=O)cnc3ccccc32)cc1 returned hERG protect 0, KCNQ1 inh inactive, ANO1 activ inactive, HDAC3 inh 4, ANO1 block inactive, SKKanGAS inh 3, KCNQ1 pot inactive, KCNK9 block inactive, KCNK3 block inactive, RGS4 act inactive and RGS4 inh inactive.
Screening C/C(=N\NC(=O)C(O)c1ccccc1)c1ccc(Br)s1 (configuration not stated) returned hERG protect -15, KCNQ1 inh inactive, HDAC3 inh 12, ANO1 block inactive, SKKanGAS inh -3, KCNQ1 pot inactive, KCNK9 block inactive, KCNK3 block inactive, RGS4 act inactive and RGS4 inh inactive.
CC1CCN(S(=O)(=O)c2ccc3nc(-c4ccccn4)cc(C(=O)NCCN(C)Cc4ccccc4)c3c2)CC1 was read as hERG protect -17, KCNQ1 inh inactive, ANO1 activ inactive, SKKanGAS inh -8, KCNQ1 pot inactive, KCNK9 block inactive, KCNK3 block inactive, RGS4 act inactive and RGS4 inh inactive.
For Cc1ccc(OCC(=O)Oc2ccc(C(C)C)cc2)cc1 the results were hERG protect -7, KCNQ1 inh inactive, ANO1 activ inactive, HDAC3 inh 1, ANO1 block inactive, SKKanGAS inh -1, KCNQ1 pot inactive, KCNK9 block inactive, KCNK3 block inactive, RGS4 act inactive and RGS4 inh inactive.
For COCCC(=O)N1CCC(Oc2ccc(C(=O)N3CCCCC3CCO)cc2)CC1 (configuration not stated) the results were hERG protect -12, KCNQ1 inh inactive, ANO1 activ inactive, HDAC3 inh 4, ANO1 block inactive, SKKanGAS inh 45, KCNQ1 pot inactive, KCNK9 block inactive, KCNK3 block inactive, RGS4 act inactive and RGS4 inh inactive.
For COc1cccc(CNC(=O)CCC2CCCN(Cc3cc4ccccc4o3)C2)c1 (configuration not stated) the results were hERG protect -12, KCNQ1 inh inactive, ANO1 activ inactive, HDAC3 inh -12, ANO1 block inactive, SKKanGAS inh 7, KCNQ1 pot inactive, KCNK9 block inactive, KCNK3 block inactive, RGS4 act inactive and RGS4 inh inactive.
Screening Cc1ccc(NC(=S)N(CCCN2CCCC2)Cc2cccn2Cc2ccc(Cl)cc2)cc1 returned hERG protect -23, KCNQ1 inh inactive, ANO1 activ inactive, HDAC3 inh -6, ANO1 block inactive, SKKanGAS inh -3, KCNQ1 pot inactive, KCNK9 block inactive, KCNK3 block inactive, RGS4 act inactive and RGS4 inh inactive.
For O=C(CSc1nnc(NC(=O)c2ccccc2F)s1)NCc1ccc(F)cc1 the results were hERG protect -4, KCNQ1 inh inactive, ANO1 activ inactive, HDAC3 inh 5, ANO1 block inactive, SKKanGAS inh 33, KCNQ1 pot inactive, KCNK9 block inactive, KCNK3 block inactive, RGS4 act inactive and RGS4 inh inactive.
CC(C(=O)N1CCOCCOCCOCCOCCOCC1)N1C(=O)c2ccccc2C1=O (configuration not stated) was read as hERG protect -10, KCNQ1 inh inactive, ANO1 activ inactive, HDAC3 inh -8, ANO1 block inactive, SKKanGAS inh -3, KCNQ1 pot inactive, KCNK9 block inactive, KCNK3 block inactive, RGS4 act inactive and RGS4 inh inactive.
`Cc1cc2c(cc1S(=O)(=O)N(C)C1CCCCC1)OCC(=O)N2` gave hERG protect -8, KCNQ1 inh inactive, ANO1 activ inactive, HDAC3 inh -6, ANO1 block inactive, SKKanGAS inh 4, KCNQ1 pot inactive, KCNK9 block inactive, KCNK3 block inactive, RGS4 act inactive and RGS4 inh inactive.
Screening Cc1cccc(NC(=O)c2ccc3c(c2)C(=O)N(c2ccccc2C)C3=O)n1 returned hERG protect -6, KCNQ1 inh inactive, ANO1 activ inactive, HDAC3 inh 0, ANO1 block inactive, SKKanGAS inh -1, KCNQ1 pot inactive, KCNK9 block inactive, KCNK3 block inactive, RGS4 act inactive and RGS4 inh inactive.
`CCC(=O)Nc1nc2c(c(=O)[nH]1)CCCC2` gave hERG protect -6, KCNQ1 inh inactive, ANO1 activ inactive, HDAC3 inh -2, ANO1 block inactive, SKKanGAS inh -2, KCNQ1 pot inactive, KCNK9 block inactive, KCNK3 block inactive, RGS4 act inactive and RGS4 inh inactive.
O=C(CSC1CC(=O)N(c2ccc(C(=O)O)cc2)C1=O)Nc1ccc(Cl)cc1 (configuration not stated) was read as hERG protect 4, KCNQ1 inh inactive, ANO1 activ inactive, HDAC3 inh 3, ANO1 block inactive, SKKanGAS inh 16, KCNQ1 pot inactive, KCNK9 block inactive, KCNK3 block inactive, RGS4 act inactive and RGS4 inh inactive.
Screening Cc1onc(-c2ccccc2Cl)c1C(=O)OCc1nnc(-c2ccccc2)o1 returned hERG protect -12, KCNQ1 inh inactive, ANO1 activ inactive, HDAC3 inh 2, ANO1 block inactive, SKKanGAS inh 19, KCNQ1 pot inactive, KCNK9 block inactive, KCNK3 block inactive, RGS4 act inactive and RGS4 inh inactive.
`COC(=O)CN1C(=O)Nc2ccc(Br)cc2C1c1ccccc1Cl` (configuration not stated) gave hERG protect -10, KCNQ1 inh inactive, ANO1 activ inactive, HDAC3 inh 5, ANO1 block inactive, SKKanGAS inh -2, KCNQ1 pot inactive, KCNK9 block inactive, KCNK3 block inactive, RGS4 act inactive and RGS4 inh inactive.
Screening O=C(NN=C1CCCC1)c1cccc(Br)c1 returned hERG protect -6, KCNQ1 inh inactive, ANO1 activ inactive, HDAC3 inh 2, ANO1 block inactive, SKKanGAS inh -1, KCNQ1 pot inactive, KCNK9 block inactive, KCNK3 block inactive, RGS4 act inactive and RGS4 inh inactive.
CCC(O)(c1ccc(OC)cc1)C(CN1CCOCC1)c1ccccc1 (configuration not stated) was read as hERG protect -12, KCNQ1 inh inactive, ANO1 activ inactive, HDAC3 inh -1, ANO1 block inactive, KCNQ1 pot inactive, KCNK9 block inactive, KCNK3 block inactive, RGS4 act inactive and RGS4 inh inactive.
Screening CC(C)CC(OC(=O)c1ccco1)C(=O)NC1CCCC1 (configuration not stated) returned hERG protect -5, KCNQ1 inh inactive, ANO1 activ inactive, HDAC3 inh -1, ANO1 block inactive, SKKanGAS inh 4, KCNQ1 pot inactive, KCNK9 block inactive, KCNK3 block inactive, RGS4 act inactive and RGS4 inh inactive.
Screening COC(C[C@H](O)[C@@H](C)[C@@H](O)COCc1ccccc1)OC returned hERG protect -3, KCNQ1 inh inactive, ANO1 activ inactive, SKKanGAS inh 3, KCNQ1 pot inactive, KCNK9 block inactive, KCNK3 block inactive, RGS4 act inactive and RGS4 inh inactive.
COc1ccccc1OCC(=O)NNC(=O)c1ccc2c(=O)n3c(nc2c1)CCC3 was read as hERG protect -6, KCNQ1 inh inactive, ANO1 activ inactive, HDAC3 inh 1, ANO1 block inactive, SKKanGAS inh -15, KCNQ1 pot inactive, KCNK9 block inactive, KCNK3 block inactive, RGS4 act inactive and RGS4 inh inactive.
CC(=O)c1cccc(NC(=O)CSCc2ccccc2)c1 was read as hERG protect -8, KCNQ1 inh inactive, ANO1 activ inactive, HDAC3 inh 8, ANO1 block inactive, SKKanGAS inh -1, KCNQ1 pot inactive, KCNK9 block inactive, KCNK3 block inactive, RGS4 act inactive and RGS4 inh inactive.
Screening Cc1cc(N2C(=O)C(O)=C(C(=O)c3ccco3)C2c2ccc(Cl)cc2)no1 (configuration not stated) returned hERG protect -11, KCNQ1 inh inactive, ANO1 activ inactive, HDAC3 inh 1, ANO1 block inactive, SKKanGAS inh -7, KCNQ1 pot inactive, KCNK9 block inactive, KCNK3 block inactive, RGS4 act inactive and RGS4 inh inactive.
COc1ccc(N2CCN(c3ccc(N)cc3C#N)CC2)cc1 was read as hERG protect -7, KCNQ1 inh inactive, ANO1 activ inactive, HDAC3 inh -4, ANO1 block inactive, SKKanGAS inh 7, KCNQ1 pot inactive, KCNK9 block inactive, KCNK3 block inactive, RGS4 act inactive and RGS4 inh inactive.
CC(C)c1ccc(N(CC(=O)NC(C)(C)C)C(=O)CCC(=O)Nc2nccs2)cc1 was read as hERG protect -5, KCNQ1 inh inactive, ANO1 activ inactive, HDAC3 inh -4, ANO1 block inactive, SKKanGAS inh -5, KCNQ1 pot inactive, KCNK9 block inactive, KCNK3 block inactive, RGS4 act inactive and RGS4 inh inactive.
`CCOC(=O)C1CCN(S(=O)(=O)c2c(C)n[nH]c2C)CC1` gave hERG protect -8, KCNQ1 inh inactive, ANO1 activ inactive, HDAC3 inh -5, ANO1 block inactive, SKKanGAS inh 7, KCNQ1 pot inactive, KCNK9 block inactive, KCNK3 block inactive, RGS4 act inactive and RGS4 inh inactive.
For CC(C)(C)c1ccc(OCC(=O)N/N=C/c2ccsc2)cc1 the results were hERG protect -12, KCNQ1 inh inactive, ANO1 activ inactive, HDAC3 inh 13, ANO1 block inactive, SKKanGAS inh -1, KCNQ1 pot inactive, KCNK9 block inactive, KCNK3 block inactive, RGS4 act inactive and RGS4 inh inactive.
O=C(Cn1c(=O)oc2cc(S(=O)(=O)N3CCc4ccccc43)ccc21)NC1CCCC1 was read as hERG protect 1, KCNQ1 inh inactive, ANO1 activ inactive, HDAC3 inh -1, ANO1 block inactive, SKKanGAS inh 4, KCNQ1 pot inactive, KCNK9 block -8.8*, KCNK3 block inactive, RGS4 act inactive and RGS4 inh inactive.
Screening CCCCCn1c2nc3ccccc3nc2c2c(=O)n(CC(C)C)cnc21 returned hERG protect 3, KCNQ1 inh inactive, ANO1 activ inactive, HDAC3 inh -4, ANO1 block inactive, SKKanGAS inh 6, KCNQ1 pot inactive, KCNK9 block inactive, KCNK3 block inactive, RGS4 act inactive and RGS4 inh inactive.
O=C(COc1ccccc1)N=C1SC2CS(=O)(=O)CC2N1c1cccc(F)c1 (configuration not stated) was read as hERG protect -5, KCNQ1 inh inactive, ANO1 activ inactive, HDAC3 inh -2, ANO1 block inactive, SKKanGAS inh -2, KCNQ1 pot inactive, KCNK9 block inactive, KCNK3 block inactive, RGS4 act inactive and RGS4 inh inactive.
Cc1onc(-c2ccccc2)c1C(=O)Nc1ccc2c(C)cc(=O)oc2c1 was read as hERG protect 0, KCNQ1 inh inactive, ANO1 activ inactive, HDAC3 inh -2, ANO1 block inactive, SKKanGAS inh 4, KCNQ1 pot inactive, KCNK9 block inactive, KCNK3 block inactive, RGS4 act inactive and RGS4 inh inactive.

Source: PubChem
